Assay outcomes as filed in PubChem BioAssay.
FBW7 activator = FBW7 E3 ligase activators, primary screen, biochemical, AlphaScreen, human. normalized activity (activation), % at 26.1 µM. AlphaScreen FBW7–phospho-cyclin E peptide binding, activator screen. hit rate 0.13% among 650,000. F-box/WD repeat-containing protein 7 (Homo sapiens), Q969H0; in the data active means normalized activity above about 1.9%;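 further: purified mutant Fbw7 with reduced substrate affinity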
TEAD-YAP block = TEAD-YAP interaction inhibition, primary screen, TEAD-YAP interaction inhibitor project, luminescence, HEK-TIYL cells; TEAD-Gal4/YAP UAS-luciferase luminescence; inhibition, % at 9.12 µM; hit rate 1.4% among 640,000; AID 1259422, 2018; in the data active means inhibition above about 32%;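 further: 0% = median of test compound wells and 100% = reference inhibitor wells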
GPR151 ag = activators of human GPR151, primary screen, cell-based, PathHunter beta-arrestin, luminescence | hit rate 1% among 650,000 | activation, % at 11.2 µM | PathHunter beta-arrestin GPR151 cells; in the data active means activation above about 4.9%;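 further: 0% = median of compound wells and 100% = cells with positive control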
Target sequence (Q8TDV0 whole entry, looked up): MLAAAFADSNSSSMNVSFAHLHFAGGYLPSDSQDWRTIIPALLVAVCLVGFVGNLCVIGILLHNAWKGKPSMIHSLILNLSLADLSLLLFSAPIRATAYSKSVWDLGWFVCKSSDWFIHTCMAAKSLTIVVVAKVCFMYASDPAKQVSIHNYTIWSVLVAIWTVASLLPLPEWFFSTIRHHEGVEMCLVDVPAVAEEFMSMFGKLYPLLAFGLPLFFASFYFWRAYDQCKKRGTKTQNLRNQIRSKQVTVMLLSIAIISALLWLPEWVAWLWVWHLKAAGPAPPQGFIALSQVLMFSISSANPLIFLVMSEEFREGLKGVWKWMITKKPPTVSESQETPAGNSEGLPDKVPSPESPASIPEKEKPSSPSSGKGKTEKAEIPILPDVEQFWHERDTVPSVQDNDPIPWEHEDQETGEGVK
MITF inh = MITF inhibitors, primary screen, biochemical, AlphaScreen, human. Microphthalmia-associated transcription factor (Homo sapiens), O75030. AlphaScreen MITF homodimerization, bead proximity signal. inhibition, % at 2.6 µM. hit rate 0.91% among 650,000; in the data active means inhibition above about 50%;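 further: 0% = vehicle wells with protein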
Target sequence (O75030 whole entry, looked up): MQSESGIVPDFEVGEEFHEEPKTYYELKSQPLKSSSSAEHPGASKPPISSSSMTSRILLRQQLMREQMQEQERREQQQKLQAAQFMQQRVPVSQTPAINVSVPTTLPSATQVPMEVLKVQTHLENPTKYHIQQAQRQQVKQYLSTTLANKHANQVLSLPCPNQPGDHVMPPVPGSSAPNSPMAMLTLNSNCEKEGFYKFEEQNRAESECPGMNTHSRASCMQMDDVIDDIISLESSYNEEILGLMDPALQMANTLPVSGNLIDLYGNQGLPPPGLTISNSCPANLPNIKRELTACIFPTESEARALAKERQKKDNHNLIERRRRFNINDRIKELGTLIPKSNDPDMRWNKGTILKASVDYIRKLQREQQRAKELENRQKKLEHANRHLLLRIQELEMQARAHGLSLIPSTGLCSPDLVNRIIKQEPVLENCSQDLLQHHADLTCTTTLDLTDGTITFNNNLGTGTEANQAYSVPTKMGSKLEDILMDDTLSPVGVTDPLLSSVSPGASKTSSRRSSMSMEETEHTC
Active calls of the source: *; · = not tested or not shown; & = joins results of further samples.

SMILES	FBW7 activator	TEAD-YAP block	GPR151 ag	MITF inh
CC(C)c1ccc(NC(=O)CSc2nc(=O)n(CCCN(C)C)c3c2CCCC3)cc1	-0.1	-11	-0.6	-10
Cc1sc2ncn(CC(N)=O)c(=O)c2c1-c1ccc(Cl)cc1	0.4	14	0.2	3
COc1cc(OC)cc(C(=O)Nc2nc(-c3ccccc3)c(C)s2)c1	-0.1	-16	1.6	3
CCCC(=O)Oc1ccc2oc(=O)cc(C)c2c1	0.3	-3	-0.6	7
CCOC(=O)c1c(NC(=O)c2ccc(S(=O)(=O)N3CCc4ccccc43)cc2)sc2c1CCCC2	1.2	3	-1.2	10
COc1cccc2c1NC(c1ccc(Br)cc1)C1CC=CC21 (stereo unspecified)	-0.1	3	-0.3	9
O=C(Cn1nc(-c2ccncc2)oc1=O)N1CCCCCC1	0.1	2	0.6	4
COc1cc(/C=C/C(=O)OCC(=O)Nc2sccc2C(N)=O)ccc1O	0.0	25	1.6	-4
COc1ccc(-c2cc(C(F)(F)F)n3nc(C(=O)NCc4ccco4)c(Cl)c3n2)cc1OC	-0.1	-8	-0.8	-1
Cc1ccc(S(=O)(=O)N2CCN(C(=O)c3ccc(Br)cc3)CC2)c(C)c1	0.8	9	3.7	7
Cc1cccc(NC(=O)c2sc3ncn(CC(=O)N4CCCC(C)C4)c(=O)c3c2C)c1 (stereo unspecified)	-0.1	5	-1.7	4
COc1cccc(OC)c1NC(=O)CN1CCC(c2nc3ccc(Cl)cc3[nH]2)CC1	0.0	4	0.0	-5
Nc1ccc(S(=O)(=O)NCC(F)(F)F)cc1	-0.1	-7	-0.9	-20
COC(=O)C1=C(C)NC(=O)NC1c1ccc(N(C)C)cc1 (stereo unspecified)	0.2	-3	-0.7	12
CCN(CC)C(=O)CSc1nnc(C2CCCCC2)o1	-0.2	2	-0.6	19
O=C1OC(c2ccc(Cl)cc2Cl)=N/C1=C\c1ccc(-c2ccc(Cl)cc2Cl)o1	0.8	11	0.7	13
COc1ccccc1C(=O)N1CCN(c2ccc([N+](=O)[O-])cc2)CC1	0.0	9	0.6	19
O=c1[nH]c2ccccc2nc1Cc1ccccc1	0.2&0.1	3&-7	-1.2&0.2	10&-2
Cc1ccc(C)c(NC(=O)C[n+]2ccc3ccccc3c2)c1	0.1	-7	0.5	-1
CC(=O)c1ccc(NC(=O)C(C)n2c3ccccc3c3nc(=O)cc(C)n32)cc1 (stereo unspecified)	0.1	-8	-0.4	6
COCCCN1C(=O)c2ccc(C34CC5CC(CC(C5)C3)C4)cc2C1=O	0.0	7	-0.5	6
Cc1ccc(-c2cc(C(F)(F)F)n3nc(C(=O)Nc4cccc(C)c4)cc3n2)cc1	0.2	11	0.8	8
O=C(NCc1cccnc1)c1cccc2c1C(=O)N(Cc1cccnc1)C2	-0.1	-8	2.7	11
CCc1nnc(NC(=O)CSCC(=O)O)s1	0.0	8	0.8	-1
CC1=C(CCN2CCC(n3nccc3NC(=O)C3CC3)CC2)C(C)(C)CCC1	0.0	6	1.3	10

Another view of 4 compounds above.
COc1ccc(-c2cc(C(F)(F)F)n3nc(C(=O)NCc4ccco4)c(Cl)c3n2)cc1OC
  FBW7 activator = -0.1
  TEAD-YAP block = -8
  GPR151 ag = -0.8
  MITF inh = -1

Cc1ccc(S(=O)(=O)N2CCN(C(=O)c3ccc(Br)cc3)CC2)c(C)c1
  FBW7 activator = 0.8
  TEAD-YAP block = 9
  GPR151 ag = 3.7
  MITF inh = 7

Cc1cccc(NC(=O)c2sc3ncn(CC(=O)N4CCCC(C)C4)c(=O)c3c2C)c1 (stereo unspecified)
  FBW7 activator = -0.1
  TEAD-YAP block = 5
  GPR151 ag = -1.7
  MITF inh = 4

COc1cccc(OC)c1NC(=O)CN1CCC(c2nc3ccc(Cl)cc3[nH]2)CC1
  FBW7 activator = 0.0
  TEAD-YAP block = 4
  GPR151 ag = 0.0
  MITF inh = -5

(listing goes on)
SMILES	FBW7 activator	TEAD-YAP block	GPR151 ag	MITF inh
C[C@@H](O)[C@@H]1NC(=O)[C@@H]2C[C@H](NCc3nc4ccccc4s3)CN2C1=O	0.3	2	-0.3	-2
CCOc1ccc(NC(=O)c2ccc(F)c(S(=O)(=O)N3CCN(CC)CC3)c2)cc1	0.1	24	-0.1	11
CCCC(=O)Nn1c(=O)[nH]c2ccccc2c1=O	0.0	2	-1.3	6
CCc1ccccc1N(CC(=O)Nc1ccc(Br)c(C)c1)S(C)(=O)=O	0.3	0	1.8	-9
O=C(CCCn1c(=S)[nH]c2ccc(Br)cc2c1=O)NCc1ccccc1	-0.1	-1	0.2	-5
CC(=O)Nc1ncc(Cc2ccccc2F)s1	-0.2	0	0.2	10
COCCN1C(=O)c2oc3ccc(F)cc3c(=O)c2C1c1ccc(O)c(OC)c1 (stereo unspecified)	0.0	3	-0.2	15
NC(=O)COC(=O)CCc1nc2ccccc2c(=O)[nH]1	-0.1	2	1.3	6
C(=N\Nc1nc2ccccc2[nH]1)/c1ccccn1	-0.7	95*	-8.2	46
COc1cccc(-n2c(-c3ccccc3)nc(=S)c3c2CC(C)(C)OC3)c1	0.0	0	-2.3	-14
C/C(=N\NC(=O)c1cc(-c2cccs2)[nH]n1)c1ccc(O)cc1	0.0	-6	-1.3	-10
COCCNC(=O)c1cccnc1SCC(=O)Nc1ccccc1C(F)(F)F	0.1	-3	-0.9	2
C=CCNS(=O)(=O)c1cc(C(=O)Nc2cc(Cl)cc(Cl)c2)ccc1F	-0.1	-16	-1.6	-9
COc1cc(OC)nc(Sc2cccc(F)c2C(=O)N[C@@H](C)C(=O)O)n1	0.0	-1	-0.1	15
O=C(c1ccc2nccnc2c1)N1CCN(c2ccccc2)CC1	-0.1	-12	0.0	10
CN(Cc1n[nH]c2c1CCCC2)C(=O)COc1ccc(N2CCCC2)nn1	-0.1	-6	-0.4	7
CC(C)C[C@H]1NC(=O)[C@@H]2C[C@H](NC(=O)NC3CCCCC3)CN2C1=O	-0.2	1	-0.5	3
CCN(CC)c1ccc(C2C3=C(CC(C)(C)CC3=O)Nc3ccc4ccccc4c32)cc1 (stereo unspecified)	0.1	-3	0.0	17
CN(CCC1CCOCC1)c1nc2nonc2nc1N1CCSCC1	0.0	3	-0.6	-1
O=c1[nH]n(-c2ccc(Br)cc2F)c(=O)c2ccccc12	0.1	-8	-0.9	18
COC(=O)c1ccc(C2C(C#N)=C(N)Oc3n[nH]c(-c4ccccc4Cl)c32)cc1 (stereo unspecified)	0.4	-8	1.3	17
Cc1cccc(OC(=O)c2ccc(N3C(=O)CCC3=O)cc2)c1	-0.2	-8	4.3	-4
O=C(COc1ccc(F)c(Cl)c1)NNC(=S)Nc1ccc2c(c1)OCO2	-0.2	1	0.6	2
COc1ccc(-c2ccc(=O)n(C[C@H](C)NC(=O)C3CCC3)n2)cc1	0.1	4	1.4	4
COC(=O)C1=C(C(=O)OC)[C@@H]2N(C)c3ccc(OC)cc3[C@@]23C[C@@H](C(=O)OC)N(C(=O)c2cc(C)oc2C)C3=N1	0.4	·	-0.6	-9

Compound profiles, from the list above.
CCc1ccccc1N(CC(=O)Nc1ccc(Br)c(C)c1)S(C)(=O)=O is entered as FBW7 activator: 0.3; TEAD-YAP block: 0; GPR151 ag: 1.8; MITF inh: -9
CCN(CC)c1ccc(C2C3=C(CC(C)(C)CC3=O)Nc3ccc4ccccc4c32)cc1 (stereo unspecified) is entered as FBW7 activator: 0.1; TEAD-YAP block: -3; GPR151 ag: 0.0; MITF inh: 17

Next part
SMILES	FBW7 activator	TEAD-YAP block	GPR151 ag	MITF inh
CN(C(=O)c1cn(-c2ccc(Cl)cc2)c(=O)c2ccccc12)c1ccc(Cl)cc1	-0.1	-8	2.1	-17
O=C(CCCOc1ccccc1)Nc1cccc(F)c1	0.0	-10	0.4	1
O=C(NC(Cc1ccccc1)C(=O)O)/C(=C\c1ccc(Cl)cc1)NC(=O)c1ccco1 (stereo unspecified)	0.0	3	-0.6	9
COc1ccc([C@@H]2C[C@H](C(=O)N3CCC4(CC3)OCCO4)N(C)S(=O)(=O)N2)cc1	0.4	-11	1.4	-3
Cc1ccc(CNC(=O)c2cccc(C)c2[N+](=O)[O-])cc1	-0.3	5	1.1	-11
Cc1ccc(NC(=O)/C(=C/c2ccco2)NC(=O)c2ccc(Br)o2)cc1	-0.3	-10	-1.5	-2
O=C(CC(NS(=O)(=O)c1ccc(Cl)cc1)c1ccco1)NCCN1CCOCC1 (stereo unspecified)	-0.2	2	0.8	-5
COc1ccc(-c2nc(NCCc3ccc(O)cc3)c3[nH]cnc3n2)cc1	0.0	59*	1.3	2
CN(C)CCCNc1nc(CC(=O)Nc2ccc(Cl)cc2)cs1	0.0	-6	-0.9	2
O=S(=O)(NCCCN1CCOC(c2ccccc2)C1)c1ccc2c(c1)CCCC2 (stereo unspecified)	0.2	1	-0.6	13
CC(=O)O/N=C/c1c[nH]c(=O)c(C#N)c1Nc1ccccc1	0.1	7	0.1	7
CCOC(=O)COc1ccc(S(=O)(=O)Nc2cccc(Cl)c2C)cc1	0.0	9	0.3	7
COc1ccc(CC(=O)NNC(=O)c2cccc(Cl)c2)cc1OC	0.0	10	1.1	12
CCC(SC1=Nc2ccccc2C2=NC(C(C)CC)C(=O)N12)C(=O)NCc1cccnc1 (stereo unspecified)	-0.1	-4	-1.6	0
CCOC(=O)Cc1nnc(NC(=O)CSc2nnc3c4ccccc4n(CC)c3n2)s1	0.0	1	-1.3	-5
CNC(=O)c1ccc(-c2cccc(C(F)(F)F)c2)nc1NCCOC	0.6	-13	-0.8	18
CCC(C)NC(=O)CN1C(=O)/C(=C/c2ccccc2F)Oc2ccccc21 (stereo unspecified)	-0.1	-6	-0.1	-10
CC(=O)Nc1ccc(OCCn2c(C)c(C=C3C(=O)NC(=O)NC3=O)c3ccccc32)cc1	-0.3	-8	6.4*	6
Clc1ccccc1CSc1nc2ccccc2c2nc(-c3ccccc3)nn12	1.0	2	-0.8	16
COc1cccc(Nc2ncnc3[nH]ncc23)c1	0.1	-16	-0.6	17
O=C(CCC1(Cc2ccsc2)CCC(=O)N1)NC1c2ccccc2-c2ccccc21 (stereo unspecified)	-0.1	16	2.8	-8
CCC(c1nnnn1C1CCCC1)N1CCN(Cc2ccccc2OC)CC1 (stereo unspecified)	-0.1	-8	-0.1	-8
Cc1nc(N2CCCCC2)c2c(C)c(C(=O)NCC3CCCO3)sc2n1 (stereo unspecified)	-0.1	10	0.9	-6
CC(C)n1cnc2c(NCCOc3ccccc3)nc(-c3ccc(C(=O)N4CCN(C)CC4)cc3)nc21	0.2	21	-2.4	-1
COc1cccc(-c2cc(C(=O)Nc3cccc(O)c3)on2)c1	0.1	-23	-2.3	-1
COC(=O)C1=CN(C2CCCC2)C=C(C(=O)OC)C1c1ccc(C)s1	1.4	-11	-1.1	-4
Cn1ccnc1SCC(=O)Nc1ncc([N+](=O)[O-])s1	-0.2	-13	-1.1	-4
CC1(C)CC(=O)c2sc(Nc3nc4c(F)cccc4s3)nc2C1	0.2	-18	0.3	-11

Exported as a markdown table: entries from further up.
| Molecule | FBW7 activator | TEAD-YAP block | GPR151 ag | MITF inh |
| --- | --- | --- | --- | --- |
| CN(C(=O)c1cn(-c2ccc(Cl)cc2)c(=O)c2ccccc12)c1ccc(Cl)cc1 | -0.1 | -8 | 2.1 | -17 |
| O=C(CCCOc1ccccc1)Nc1cccc(F)c1 | 0.0 | -10 | 0.4 | 1 |
| O=C(NC(Cc1ccccc1)C(=O)O)/C(=C\c1ccc(Cl)cc1)NC(=O)c1ccco1 (stereo unspecified) | 0.0 | 3 | -0.6 | 9 |
